# NOD1 NF-kB reporter: NOD1 signaling inhibitors, primary screen, cell-based, luminescence, uHTS (AID 1578). NOD1-driven NF-kB luciferase reporter cells, luminescence; higher % means a stronger effect. one-dose inhibition, % at 4 µM; EC50 in µM for titrated hits. hit rate 1% among 290,000; in the data active = inhibition mostly above about 36%, no sharp cut-off; inactive = mostly below about 34%;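 note: HEK-293T reporter cells stimulated with the NOD1 agonist gamma-tri-DAP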
# CSM14.1 death rescue: protection against thapsigargin-triggered cell killing – 384-well, CSM14.1, ATP luminescence, primary screen (AID 1222); CSM14.1 thapsigargin-induced death rescue, ATP luminescence; higher % means a stronger effect; one-dose cellular ATP content (survival), % at 20 µM; EC50 in µM for titrated hits; 190,000 tested, under 10 active;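 active = EC50 below 50 µM in the dose-response confirmation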;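 note: death triggered by thapsigargin at about 15 µM added after 2 h compound pretreatment; cell ATP read after overnight thapsigargin exposure of roughly 18 to 22 hours; normalized against plate controls of thapsigargin alone and 5% DMSO vehicle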
# Yfh1-depleted yeast: enhancers of respiration in Yfh1-depleted yeast, dose response, Friedreich's ataxia, plus single-dose screen (AID 1465); S. cerevisiae Yfh1-off respiration, WST-1 reduction, 72 h; higher fold induction means a stronger effect; one-dose fold induction at 50 µM; EC50 in µM for titrated hits; hit rate 0.074% among 220,000;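 active = fold induction of absorbance versus untreated yeast above a set limit, then at least 30% activation at any dose in follow-up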;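 note: activators that raise dye reduction in frataxin-depleted yeast; strong numbers were not always called active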
# KOR beta-arrestin-1: KOR antagonists, beta-arrestin recruitment, cell-based, luminescence, uHTS (AID 1778). KOR beta-arrestin recruitment, luminescence, antagonist mode; higher % means a stronger effect. inhibition, % at 10 µM, or IC50 in µM where a hit was titrated. hit rate 0.091% among 290,000; note: strong numbers were not always called active
# KOR beta-arrestin-2: KOR agonists, beta-arrestin recruitment, primary screen, cell-based, luminescence, uHTS (AID 1777); hit rate 0.02% among 280,000; activation, % at 10 µM, or EC50 in µM where a hit was titrated; KOR beta-arrestin recruitment, luminescence; higher % means a stronger effect; in the data active = activation above about 50%, passing the limit was not always enough; note: a part of the inactive calls stands beside numbers as strong as those of hits
# GPR55 activation: GPR55 agonists via beta-arrestin recruitment, primary screen, imaging, U2OS cells, beta-arrestin-GFP redistribution (AID 1961); U2OS GPR55 beta-arrestin-GFP redistribution imaging; higher % means a stronger effect; activation, % at 10 µM, or EC50 in µM where a hit was titrated; hit rate 0.048% among 290,000;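 active = activation above 40% with more than 50 cells counted in the well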;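 note: U2OS osteosarcoma cells stably expressing GPR55 and beta-arrestin-GFP; plate controls were DMSO negative control for no effect and LPI positive control for full effect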
# NOD2 inhibition: NOD2 signaling inhibitors, cell-based, luminescence, uHTS, HEK293 (AID 1566); HEK293 NOD2/NF-kB luciferase reporter, luminescence; higher % means a stronger effect; inhibition, % at 4 µM, or EC50 in µM where a hit was titrated; hit rate 0.63% among 290,000; note: many of its hits are not listed in these tables
# NTR1 ag: NTR1-driven beta-arrestin-GFP spot formation – imaging, U2OS cells, high content, primary screen (AID 493036); hit rate 0.17% among 330,000; agonist mode; activation, % at 20 µM;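 active = activation at or above 40% of the spot to cytoplasm intensity ratio, with at least 20 cells analyzed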;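 note: 0% = DMSO without peptide and 100% = 100 nM NTR1 peptide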
# Target sequence (P30989 whole entry, looked up): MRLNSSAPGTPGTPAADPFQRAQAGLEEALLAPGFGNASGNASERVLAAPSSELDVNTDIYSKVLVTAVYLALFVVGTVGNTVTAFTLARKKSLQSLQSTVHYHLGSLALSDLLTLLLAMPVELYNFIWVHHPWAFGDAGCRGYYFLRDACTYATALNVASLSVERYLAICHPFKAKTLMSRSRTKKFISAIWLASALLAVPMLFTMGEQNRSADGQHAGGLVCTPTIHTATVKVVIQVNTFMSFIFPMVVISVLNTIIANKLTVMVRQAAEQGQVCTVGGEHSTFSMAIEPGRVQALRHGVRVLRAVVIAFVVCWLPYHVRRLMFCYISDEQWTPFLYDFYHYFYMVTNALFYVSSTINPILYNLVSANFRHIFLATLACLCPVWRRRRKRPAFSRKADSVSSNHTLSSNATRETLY
# TNAP activation fold: stimulation of alkaline phosphatase TNAP activity – biochemical, luminescent, no phosphate acceptor, uHTS, primary screen (AID 1001); purified TNAP, luminescent activation assay, no phosphate acceptor; higher activation fold means a stronger effect; one-dose activation fold at 20 µM; EC50 in µM for titrated hits; hit rate 0.03% among 200,000; in the data active = activation fold from about 3, or a potency from the dose series; inactive = the rest, 99 in 100 with activation fold below about 1.6; note: many of its hits are not listed in these tables
# NTR1 ag cell count 20 µM: second read-out of NTR1 ag, no call of its own (marks repeat the call); cell count; measured here: cell count, cytotoxicity flag
# The depositor's hits bear a star; i = inactive; nt = no result given; [ ] = remark or other dose. Cut-off read from the data, not from the text of the source, unless noted: active = inhibition above about 50%; inactive = the rest. These rows are one share of the data; the hit share may differ from the screen's.
SMILES,NOD1 NF-kB reporter,CSM14.1 death rescue,Yfh1-depleted yeast,KOR beta-arrestin-1,KOR beta-arrestin-2,GPR55 activation,NOD2 inhibition,NTR1 ag,NTR1 ag cell count 20 µM,TNAP activation fold
Cc1ccc(S(=O)(=O)Nc2ccc(-c3nnc(SCC#N)n3C)cc2)cc1,0%,0.3%,i,0%,-0.7%,-0.1%,28%,0.0,60,1.1
O=C(CSC1=NCCS1)N1CCc2ccccc21,-28%,-1.5%,i,46%,-5.5%,-0.1%,-50%,3.8,48,1.1
COc1ccccc1NCN1C(=O)CCC1=O,-14%,nt,nt,11%[20 µM],-2.4%,-0.1%,4%,-2.6,47,nt
CC(=O)Nc1ccc2nc(NC(=O)COc3cccc(C)c3)sc2c1,12%,-2.0%,i,39%,-2.5%,0.1%,-15%,0.5,51,1.1
CNC(=O)c1nnc(Cc2ccc(F)cc2)o1,-15%,0.4%,i,4%,0.8%,0.3%,-4%,-1.6,82,1.1
COc1cccc(C(=O)N2CCN(C3CCC(c4ccccc4)CC3)CC2)c1 (configuration not stated),2%,2.6%,i,3%,0.9%,-0.2%,4%,nt,nt,1.1
CCN1CCN(c2ccc(S(=O)(=O)N3CCCCC3)cc2NC(=O)Cc2c(F)cccc2Cl)CC1,-25%,nt,nt,-20%,4.8%,-0.1%,-15%,-0.6,53,nt
CC(C)CCNC(=O)C(C)N(Cc1ccc(F)cc1)C(=O)c1ccc(CN2CCOCC2)o1 (configuration not stated),-30%,0.0%,i,34%[20 µM],nt,0.2%,2%,-0.8,61,1.1
Cc1ccc(S(=O)(=O)NC(CC(=O)N2CCOCC2)c2ccco2)cc1 (configuration not stated),-10%,1.1%,i,3%,-8.9%,-0.1%,-12%,-0.8,62,1.2
O=C(O)C1CCN(S(=O)(=O)c2ccc(N3CCC(O)CC3)c([N+](=O)[O-])c2)CC1,-28%,nt,nt,-4%,1.2%,0.3%,15%,0.4,65,nt
Cc1nnc(SCC(=O)N2CC(C)OC(C)C2)n1-c1ccccc1 (configuration not stated),-21%,nt,nt,-73%,10%,-0.1%,-9%,-0.2,50,nt
O=C(COC(=O)c1ccc(NS(=O)(=O)c2cccs2)cc1)Nc1nc2c(F)c(F)c(F)cc2s1,-23%,1.4%,i,-30%[20 µM],-4.3%,0.2%,22%,nt,nt,1.1
Cc1cccc(N(CC(O)CON=C2c3ccccc3-c3ccccc32)S(C)(=O)=O)c1 (configuration not stated),-1%,-3.0%,i,-13%,-6.9%,0.3%,7%,22,51,1.2
CCN(CC)C(=O)c1ccc(COc2ccccc2Cl)cc1,1%,-1.2%,i,nt,1.1%,0.0%,-39%,0.1,67,1.1
COc1ccccc1CNC(=O)[C@@H]1CCCN1C(=O)C1CCN(S(=O)(=O)c2ccc(C)cc2)CC1,32%,-0.7%,i,26%,1.5%,0.4%,16%,1.2,68,1.2
CCOc1ccc(NC(=O)Cn2ncc3ccccc32)cc1,-3%,nt,nt,-17%,-5.3%,1.0%,-24%,-0.7,81,nt
COc1ccccc1C(=O)N/C(N)=N/c1nc2ccccc2o1,-20%,-1.1%,i,-2%,1.8%,0.3%,-49%,2.5,61,1
CSc1nc2nc3c(c(=O)n2[nH]1)CCCC3,-11%,0.5%,i,-9%,-2.2%,-0.2%,3%,-0.5,37,1.1
CC(=O)c1c(N2CCN(Cc3ccc4c(c3)OCO4)CC2)nc(=S)n(-c2ccccc2)c1C,2%,-1.3%,i,-74%,14%,-0.1%,-3%,1.6,57,1
COc1ccc(Nc2cccccc2=O)cc1,-36%,-2.8%,i,0%,-0.1%,0.3%,4%,-2.0,94,1
CCOC(=O)C1CCN(c2ncnc3c2c(-c2ccccc2)cn3-c2ccc(C)cc2)CC1,1%,0.7%,i,4%,-2.9%,-0.6%,-3%,6.1,38,1.1
Cn1c(N2CCCCC2)cc(=O)n(C)c1=O,20%,-1.6%,i,-17%,-2.1%,-0.1%,14%,-5.0,89,1.1
Brc1ccc(CNc2nc3ccccc3n2CCN2CCCCC2)cc1,7%,nt,i,nt,nt,0.0%,18%,5.5,59,nt
Cc1ccccc1N1C(=O)C2C3CC(=O)C(c4ccccc43)C2C1=O (configuration not stated),14%,0.0%,i,-14%,0.4%,0.1%,12%,1.1,42,0.9
Cc1nn(C(C)C(=O)Nc2ccc(Cl)cn2)c(C)c1[N+](=O)[O-] (configuration not stated),-8%,-1.5%,i,-8%,3.0%,-0.1%,1%,-0.9,58,1.1
Cc1ccccc1OC(C)C(=O)Nc1ccc(S(=O)(=O)Nc2nccs2)cc1 (configuration not stated),5%,nt,nt,-6%,-3.1%,0.2%,34%,1.4,39,nt
COc1ccccc1C(=O)N(C1=NC(C)CS1)c1ccc(Cl)cc1 (configuration not stated),-31%,nt,nt,-8%,6.1%,-0.1%,-1%,4.6,64,nt
Cc1ccc(C(C(=O)NC2CCCC2)N(C(=O)CNC(=O)c2ccco2)c2ccccc2)o1 (configuration not stated),-2%,nt,nt,5%,4.3%,-0.3%,-16%,-1.0,47,nt
O=C(CCN1C(=O)/C(=C/c2cccs2)SC1=S)Nc1cccc(O)c1,-18%,nt,nt,-3%,-2.6%,-0.2%,-4%,2.9,65,nt
COc1ccccc1NC(=O)Cn1ncc2c1-c1ccccc1OC2,-17%,-2.4%,i,-17%,-3.3%,-0.3%,14%,-3.1,54,1.1
O=C(CCC1CCCN(c2ncccn2)C1)N1CCN(c2ccccn2)CC1 (configuration not stated),-1%,nt,i,22%,-0.7%,0.0%,15%,2.1,54,nt
CC(=O)c1cc(CN2CCN(Cc3ccccc3)C(CCO)C2)cs1 (configuration not stated),-23%,-0.8%,i,5%,-5.5%,0.0%,-15%,0.7,55,1
Cc1nnc(N2C(=O)c3cccc4c([N+](=O)[O-])ccc(c34)C2=O)s1,0%,nt,nt,55%,-10%,-0.1%,18%,6.2,62,nt
O=C(CSc1cn(CCNC(=O)c2cccs2)c2ccccc12)NC1CCCC1,3%,nt,i,28%,-5.6%,0.2%,-13%,-0.6,62,1.1
CC1C=CCC2C(=O)N(c3ccc(Cl)cc3O)C(=O)C12 (configuration not stated),-7%,-1.1%,i,-18%,-0.9%,-0.3%,8%,-0.9,44,1.1
CCN1CCN(C(=O)c2ccc(CS(=O)(=O)Cc3ccccc3F)o2)CC1,-6%,-2.0%,i,-17%,1.7%,-0.1%,-1%,0.0,61,1
CCOC(=O)C(C)(C)C(=O)C(C)(C)C(O)c1ccccn1 (configuration not stated),-11%,-1.1%,i,-5%,-0.2%,-0.2%,11%,0.6,55,1
CCOC(=O)N1CCC(n2c(SCC(=O)Nc3nccs3)nc3ccsc3c2=O)CC1,-24%,-1.2%,i,21%,-3.6%,-0.1%,5%,2.2,36,1.1
CCCCCCn1cnc2c(oc3nc4c(cc32)CCCC4)c1=O,-49%,-1.9%,i,-13%,7.6%,-0.2%,-43%,3.9,80,1.1
CNC(=O)c1nn(-c2ccccc2)ccc1=O,11%,-3.8%,i,7%,-2.1%,0.2%,16%,-0.5,53,1

# Compound profiles, as listed above. Values in the order: NOD1 NF-kB reporter, CSM14.1 death rescue, Yfh1-depleted yeast, KOR beta-arrestin-1, KOR beta-arrestin-2, GPR55 activation, NOD2 inhibition, NTR1 ag, NTR1 ag cell count 20 µM, TNAP activation fold
# CNC(=O)c1nn(-c2ccccc2)ccc1=O is entered as 11%, -3.8%, i, 7%, -2.1%, 0.2%, 16%, -0.5, 53, 1
# COc1ccccc1NC(=O)Cn1ncc2c1-c1ccccc1OC2 is entered as -17%, -2.4%, i, -17%, -3.3%, -0.3%, 14%, -3.1, 54, 1.1

# (continued)
SMILES,NOD1 NF-kB reporter,CSM14.1 death rescue,Yfh1-depleted yeast,KOR beta-arrestin-1,KOR beta-arrestin-2,GPR55 activation,NOD2 inhibition,NTR1 ag,NTR1 ag cell count 20 µM,TNAP activation fold
O=S(=O)(NCc1ccccc1)c1ccccc1Br,-3%,nt,i,12%,-2.4%,0.0%,-5%,1.0,56,nt
CCNC(=O)NC(=O)C(C)Sc1nc2cc(C(=O)OC)ccc2c(=O)n1-c1ccccc1 (configuration not stated),14%,-0.6%,i,36%,-1.3%,-0.1%,18%,-0.2,57,1.1
CN(C)CCCN(C(=O)CCc1ccccc1)c1nc2ccc(F)cc2s1,-20%,-5.5%,i,-1%,-1.9%,-0.2%,7%,-1.4,61,1.1
Cc1nnc(N2CCc3ccccc3C2)[nH]c1=O,10%,-3.1%,i,12%,-3.0%,0.0%,7%,-0.3,52,1.1
O=C(Nc1ccc(S(=O)(=O)N2CCCCC2)cc1)c1ccccc1F,-54%,nt,nt,5%,-1.8%,0.2%,-2%,-1.5,42,nt
CCN(CC(=O)NCc1ccc(F)cc1)C(=O)c1ccc(C(=O)c2ccccc2)cc1,-6%,nt,nt,4%,-5.5%,nt,25%,-0.8,55,nt
COc1cc(C(=S)N2CCOCC2)ccc1OS(=O)(=O)c1ccc(Cl)cc1,-12%,nt,nt,3%,-3.8%,-0.1%,9%,0.5,54,nt
COc1ccc(CN2C(=O)c3cccnc3C2Nc2ccc(OC)c(Cl)c2)cc1 (configuration not stated),-4%,-3.2%,i,18%,0.8%,0.2%,7%,2.9,43,1.1
COC(=O)c1ccc(OCC(O)CN(CCO)CC(O)Cn2ccc3ccccc32)cc1 (configuration not stated),2%,-2.7%,i,7%,-6.2%,0.8%,4%,0.0,84,1
O=C(C1=C[C@H](c2ccc(C(F)(F)F)cc2)C[C@H](OCc2ccc(CO)cc2)O1)N1CCCCCCC1,1%,-2.4%,nt,4%,0.2%,0.1%,-4%,13,66,1.1
O=C(/C=C/c1ccccc1Cl)NC1CCCCC1,-48%,nt,nt,-9%[20 µM],-4.3%,0.1%,-40%,0.4,67,nt
COc1ccccc1-c1nc2n(n1)C(c1ccc(Cl)cc1)C(C(N)=O)=C(C)N2 (configuration not stated),-38%,-1.0%,i,22%,0.2%,0.7%,10%,-2.3,70,1
COc1ccccc1CNc1cncnc1,-8%,nt,nt,14%[20 µM],-8.4%,1.2%,-2%,0.2,55,nt
COc1ccc(CCNC(=O)CCc2ccc(S(=O)(=O)NC(C)C)cc2)cc1OC,-17%,1.7%,i,9%,4.9%,-0.4%,24%,1.4,56,1.1
O=C(CCc1ccccc1)NC1C2CC3CC(C2)CC1C3 (configuration not stated),-29%,nt,nt,-26%[20 µM],-4.6%,0.5%,1%,-0.2,60,nt
Cc1ccc(-c2c[n+](Cc3ccc(Cl)c(Cl)c3)c3n2CCC3)cc1,15%,-2.8%,nt,-28%,0.8%,0.1%,17%,1.4,44,1.3
CC(C)(C)c1cc(NC(=O)c2cccc([N+](=O)[O-])c2)no1,-23%,0.9%,i,-33%,2.4%,0.2%,-92%,-0.1,55,1.1

# Quoted from the listing.
# NOD2 inhibition result of `COc1cc(C(=S)N2CCOCC2)ccc1OS(=O)(=O)c1ccc(Cl)cc1` stands at 9%
# NOD2 inhibition result of `Cc1nnc(N2CCc3ccccc3C2)[nH]c1=O` stands at 7%
# NOD1 NF-kB reporter result of `O=C(C1=C[C@H](c2ccc(C(F)(F)F)cc2)C[C@H](OCc2ccc(CO)cc2)O1)N1CCCCCCC1` stands at 1%
